p53ts 39C kill: cytotoxicity in p53ts cells at nonpermissive temperature | H1299-p53A138V viability at 39C, ATP luminescence, 24 h | 130,000 compounds, 1.5% hits | AID 902 | Potency, µM (doses to about 46.1 µM), inactives show at the highest dose activity change, negative = cell killing, usual class: cytotoxic; note: nearly all actives have a fitted effect of over 55% in size
IkB sig inh: IkB pathway inhibition in ABC-DLBCL cells; ABC-DLBCL IkBa-CBG/CBR dual luciferase ratio, 4 h; response scale: scaled: untreated 0%, proteasome inhibitor 100%; Potency, µM (titrated, usually from 57.1 µM), for inactives: top-dose IkBa stabilization activation; 110,000 compounds, 0.04% hits; active = well fitted curve in the direction sought with a large enough effect in the signal ratio, not every such curve was filed as active; inconclusive = small, poorly fitted or top-dose-only effect, or a change in a side signal; the % refers to the signal ratio;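 note: the direction sought is a rising ratio; 0% = basal untreated cells and 100% = reference inhibitor full response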
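Curves were fitted separately to fusion (green), unfused (red) and ratio luminescence, then classed by r2, magnitude and activity. Cells: OCI-Ly3, 4 h compound plus doxycycline at 37C; 10 uM MG-132 defined full response.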
Imprint erasure: induces erasure of genomic imprints in mouse ES cells; 110,000 compounds, 0.02% hits; Potency, µM (titrated, usually from 60.7 µM), for inactives: at the top dose activity change, positive = activation, most hits filed as activators; mouse ES Peg3-LacZ reporter, beta-gal luminescence, 40 h;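 note: 0% = negative control wells on the plate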
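Each well holds 300 Peg3LacZ-Neo (maternal) female ES cells incubated 40 h at 37C, 5% CO2. LacZ is measured by BetaGlo luminescence, with AC50 and maximum efficacy derived from dose-response curves.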
p53ts 32C tox: p53ts cell cytotoxicity, permissive temperature; H1299-p53A138V at 32C, ATP luminescence viability, 24 h; Potency, µM (titrated, usually from 46.1 µM), for the others: at the highest dose activity change, negative = cytotoxicity, hits mostly cytotoxic; 130,000 compounds, 0.93% hits; AID 924;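 note: 0% = DMSO and -100% = full killing by reference compound; nearly all actives have a fitted effect of over 55% in size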
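ATP-content luminescence (ATPlite) read-out after 24 h compound exposure at 32C in H1299-p53A138V cells (600/well). Tested up to 46 uM. Normalized to DMSO (0%) and 100 uM tamoxifen (100% killing); Hill-fit AC50.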
An asterisk follows results filed as active; ? = inconclusive; . = not tested or not shown; [ ] = another dose, or the depositor's remark. Unless noted, calls come from the whole dose curve; as a rule, active = well fitted curve in the direction sought with a large enough effect; inconclusive = small, poorly fitted or top-dose-only effect, or another doubt; inactive = no such curve, though single readings can be large; an effect the other way counts as inactive or inconclusive. Unless noted, % is set by controls: 0 for no effect and ±100 for the full control effect; potency is the fitted concentration of half-maximal effect.

#	molecule	p53ts 39C kill	p53ts 32C tox	IkB sig inh	Imprint erasure
1	COc1cccc(-c2nc(CS(=O)(=O)CC(=O)NCCc3ccc(Cl)cc3)c(C)o2)c1	-10.9%	-3.2%	?	-4.2%[10.9 µM]
2	CC(=O)Nc1ccc(S(=O)(=O)NCC2CCC(C(=O)NCCCN3CCCC3=O)CC2)cc1 (centres undefined)	-7.8%	-0.8%	0.0%	0.1%
3	Cc1nc2cccnc2n1-c1cccc(C(=O)N2CCN(c3ccc(Cl)cc3)CC2)c1	-10.7%	-2.7%	?	-14.7%[10.9 µM]
4	O=C(O)c1ccc2c(c1)NC(=O)C(N1CCCC1)S2 (centres undefined)	-2.7%	1.1%	0.3%	-8.6%
5	COc1ccc(NC(=O)c2oc3ccccc3c2NC(=O)C23CC4CC(CC(C4)C2)C3)cc1	-9.2%	11.2%	?	-7.8%[10.9 µM]
6	COc1ccc(CNC(=O)c2ccc(NC(=O)N3CCSc4ncccc43)cc2)cc1OC	-14.2%	-0.2%	3.2%	7.3%[10.9 µM]
7	CCCOc1ccc(NC(=O)CC2C(=O)N(c3cccc(C)c3)C(=O)N2CCc2ccncc2)cc1 (centres undefined)	19.8%	3.1%	?	3.9%[10.9 µM]
8	COc1ccc(C(=O)Nc2nc3n(n2)C(c2ccccc2)C=C(c2ccccc2)N3)cc1 (centres undefined)	11.1%	-0.9%	1.0%	-17.1%[10.9 µM]
9	COc1ccc(-c2nc(Cn3c(=O)cc(-c4ccccc4)c4c(C)nn(C)c43)c(C)o2)cc1OC	-15.1%	12.8%	-1.2%	-7.3%[10.9 µM]
10	CC(=O)Nc1ccc(NC(=O)C(C)Oc2ccccc2F)cc1 (centres undefined)	0.2%	2.4%	0.3%	-4.7%
11	Cc1nc2sc(C(c3cccs3)N3CCN(c4ccccc4)CC3)c(O)n2n1 (centres undefined)	?	-13.4%	?	-44.4%[inhibitor]
12	COc1cc(NC(=O)CSc2nc3ccccc3nc2Cc2ccc(Cl)cc2)cc(OC)c1	?	5.5%	0.0%	7.4%[10.9 µM]
13	CCn1c(=O)c(C(=O)NCCN2CCCCC2)c(O)c2ccccc21	-8.7%	-15.8%	-0.5%	-30.1%[inhibitor]
14	Nc1ccc2oc(-c3ccc4nc[nH]c4c3)nc2c1	14.1µM*	8.91µM*	.	.
15	O=C(COc1ccccc1Cl)NCc1ccncc1	4.2%	7.6%	2.1%	-10.1%
16	COCCN1C(=O)c2oc3ccc(C)cc3c(=O)c2C12C(=O)N(C)c1ccccc12 (centres undefined)	5.3%	4.3%	-0.7%	-72.8%[inhibitor][10.9 µM]
17	CCn1c(SCC(=O)Nc2nccs2)nnc1-c1ccncc1	11.0%	1.6%	1.3%	?
18	Cc1oc(-c2ccc(Cl)cc2)nc1CN1CCCC(C(=O)NCc2cccnc2)C1 (centres undefined)	-13.9%	-8.4%	?	-16.4%
19	COCCOC(=O)C1=C(C)Nc2ncnn2C1c1ccccc1 (centres undefined)	6.1%	10.7%	-1.8%	-11.0%
20	O=C(Nc1ccc(Br)cc1)c1ccc(Br)c(S(=O)(=O)NCc2ccccc2)c1	?	?	-4.0%	-12.7%[10.9 µM]
21	CS(=O)(=O)NCCSCc1ccco1	-4.7%	-4.8%	2.0%	-1.1%
22	COc1ccc(N2CCN(CC(=O)Nc3nc4c(s3)CC(C)CC4)CC2)cc1 (centres undefined)	-0.7%	7.4%	?	-4.7%
23	CCOc1ccc(NC(=O)NCCN2CCN(c3ccccc3F)CC2)cc1	-3.3%	-0.6%	?	-11.8%[10.9 µM]
24	CC(=O)c1c(C)oc2c(Cl)cc(NS(=O)(=O)c3cc(C)c(C)cc3C)cc12	14.7%	3.9%	-0.4%	7.9%[10.9 µM]
25	O=C1OC(Nc2nc3ccccc3s2)c2ccccc21 (centres undefined)	0.7%	-6.2%	-1.5%	-14.2%
26	Cn1c(NC(=O)c2ccc(Br)o2)cc(=O)n(C)c1=O	15.2%	4.5%	-1.3%	9.5%
27	CSc1ccc(CCNC(=O)C2CCN(c3nc4ccccc4nc3C(F)(F)F)CC2)cc1	-1.3%	-8.8%	-2.7%	-10.1%[10.9 µM]
28	COc1nc(NCCc2ccc(OC)c(OC)c2)nc(NC(C)(C)CO)n1	-9.2%	8.3%	-2.1%	-12.7%
29	Cc1nc2ccccc2c2nc(N)nn12	-8.7%	-11.7%	.	.
30	Cc1cc2c(cc1Cl)N(C(=O)Nc1ccnc3ccccc13)CC2	-13.5%	-6.4%	3.3%	-10.3%
31	Cn1cc(C2=C(c3cn(CCCSC(=N)N)c4ccccc34)C(=O)NC2=O)c2ccccc21	?	?	.	-37.6%[inhibitor]
32	CCOc1ccc2[nH]c(=O)c(CN(CCc3ccccc3)C(=O)c3cnccn3)cc2c1	8.7%	0.9%	0.3%	-4.7%
33	Cc1ccc2nc3c(cc(C(N)=S)c(=N)n3CCCOC(C)C)c(=O)n2c1	23.2%	14.2%	2.1%	-28.2%
34	Cn1c(=O)c2c(ncn2CC(=O)NC(C)(C)C)n(C)c1=O	6.4%	-1.5%	0.3%	-3.5%
35	Cn1c(=O)c2c(nc(NCc3ccccc3)n2Cc2ccccc2)n(C)c1=O	-3.7%	-13.4%	6.1%	-20.6%[10.9 µM]
36	CCNc1nc(NCC)nc(OCCOC(=O)COc2ccc(Cl)cc2Cl)n1	-0.9%	-7.8%	.	.
37	CCCCOn1c(C)c(C(=O)OCC)c2c3nonc3ccc21	-8.0%	-1.4%	-0.8%	-16.0%
38	COc1ccc(OC)c(N)c1	2.7%	-8.1%	1.8%	-9.7%
39	CN(C)C(=O)C12CCC(C)(c3nc4ccccc4nc31)C2(C)C (centres undefined)	5.7%	9.3%	-1.2%	-7.0%
40	CCCNS(=O)(=O)c1ccc(CCC(=O)Nc2cc(Cl)ccc2Oc2ccccc2)cc1	-2.2%	-4.2%	.	.
41	COc1ccc(CCNC(=O)COc2nsnc2N2CCOCC2)cc1OC	16.1%	2.6%	0.1%	-7.9%
42	O=c1cc(-c2ccccc2)c2c([nH]1)CCCC2	-8.2%	2.9%	0.7%	-4.2%
43	O=C1CSC(c2ccncc2)N1Cc1ccco1 (centres undefined)	3.2%	0.1%	0.5%	-1.9%
44	COc1ccc(NC(=O)CSc2nc3ccccc3n2Cc2cccc(OC)c2)cc1	-12.5%	-5.2%	1.4%	-9.6%[10.9 µM]
45	CC(C)CCNC(=O)c1ccc2c(c1)N(C)C(=O)c1ccccc1S2	-27.2%	1.2%	-1.3%	-1.5%[10.9 µM]
46	CSc1cccc(NC(=O)c2cc3c(COC(C)=O)cnc(C)c3oc2=O)c1	-5.4%	-1.3%	2.1%	2.3%[10.9 µM]
47	Cc1cccc(C)c1NC(=O)CSc1nnnn1C	4.8%	3.4%	-0.1%	-1.5%
48	O=C(O)c1ccccc1S(=O)(=O)Cc1ccccc1	13.4%	-5.4%	-0.7%	-5.7%
49	Cc1cc(-c2cc(N)n(-c3ccccc3)n2)c(C)n1C1CCCC1	-15.7%	-10.3%	?	-0.6%
50	CCc1ccc(NC(=O)c2ccc(-c3ccccc3)s2)cc1	?	-10.7%	1.6%	-48.3%[inhibitor][10.9 µM]
51	CN(C)S(=O)(=O)c1ccc2c(c1)N(CC(=O)N1CCN(c3ccc(F)cc3)CC1)CCS2	-2.5%	-8.8%	?	5.8%[10.9 µM]
52	COc1cc(C(=O)OCC(=O)N2CCCC2)cc(OC)c1OC	8.7%	7.8%	0.1%	-5.7%
53	CCOC(=O)C1CCCN(Cc2ccccc2F)C1 (centres undefined)	23.1%	1.5%	-2.7%	4.1%
54	Cc1ccc(C)c(-n2nnc(C(=O)Nc3ccc(Br)cc3)c2C)c1	-10.1%	-14.1%	0.1%	-10.0%[10.9 µM]
55	Cc1ccc(NC(=O)C2CCN(c3nc4ccccc4[nH]3)CC2)c(C)c1	18.1%	2.7%	0.3%	-1.9%[10.9 µM]
56	CCCn1nnnc1SCC(=O)c1ccc2c(c1)OCCO2	-5.6%	-6.6%	-0.6%	-11.3%

(cont.)
#	molecule	p53ts 39C kill	p53ts 32C tox	IkB sig inh	Imprint erasure
57	COc1ccc2c(c1)CCc1c(C(=O)Nc3ccc(OC)c(OC)c3)noc1-2	-17.1%	-20.2%	3.2%	-6.7%
58	CCCCC(CC)COC(=O)c1ccccc1C(=O)O (centres undefined)	8.4%	20.9%[1.84 µM]	0.5%	-2.5%
59	CN(C)CCCN1C(=O)C(=O)/C(=C(/O)c2ccc3c(c2)OCCO3)C1c1ccccn1 (centres undefined)	4.6%	-4.1%	-0.4%	-4.1%
60	CCOc1ccc(S(=O)(=O)NCCc2csc3nc(-c4ccc(OC)c(OC)c4)nn23)cc1	-1.1%	4.9%	-2.0%	6.0%[10.9 µM]
61	CCc1ccc(CNC(=O)c2cccc(-n3cnc4cccnc43)c2C)cc1	2.5%	-0.8%	?	-13.5%[10.9 µM]
62	Cc1c(CNC(C)CCc2ccccc2)c(C(=O)O)c(C)n1Cc1ccc(F)cc1 (centres undefined)	-26.3%	1.1%	?	?
63	CCOC(=O)c1ccc(CSc2nnc3cc(C)c4ccccc4n23)cc1	33.4%[activator]	18.7%	?	-11.8%[10.9 µM]
64	CCOc1ccc(Nc2cc(C)nc(N3CCOCC3)n2)cc1	20.6%	4.0%	-0.4%	16.3%
65	Cc1cc(C)c2c(c1)OC(O)(C(F)F)CC2=O (centres undefined)	6.8%	4.6%	-0.4%	-1.5%
66	Cc1cc(NC(=O)COc2ccccc2)cc(-c2nc3ccccc3o2)c1O	7.0%	-7.8%	-2.1%	-17.4%[10.9 µM]
67	CCOC(=O)c1c(S(=O)(=O)N2CCCC(C(=O)NCc3ccc(F)cc3)C2)c(C)n(CC)c1C (centres undefined)	-13.8%	1.7%	-0.7%	-10.1%[10.9 µM]
68	C[C@]1(C2CCCC2)Cc2cc(OCC(=O)O)c(Cl)c(Cl)c2C1=O	9.0%	-7.1%	-1.7%	.
69	C/C(CCN1CCc2nc(-c3ccccc3)c(-c3ccccc3)cc2C1)=N\O[C@@H](C)CN1CCCc2nc(C)c(C)cc21	0.1%[9.22 µM]	-7.1%[9.22 µM]	.	.
70	CCC(=O)N1CCc2cc(Br)cc(S(=O)(=O)N3CCN(c4cccc(Cl)c4)CC3)c21	15.7%	-7.3%	2.1%	3.2%[10.9 µM]
71	CN=C1SC(CC(=O)NCCc2ccc(OC)c(OC)c2)C(=O)N1C (centres undefined)	-0.4%	11.7%	-0.8%	-3.5%
72	COC(=O)C(F)(Sc1c(C)n(C)n(-c2ccccc2)c1=O)C(F)(F)F (centres undefined)	13.1%	-1.3%	2.6%	-5.5%
73	CSCCC(NC(C)=O)C(=O)Oc1ccc2c3c(c(=O)oc2c1)CCCC3 (centres undefined)	4.4%	-2.5%	-2.5%	-3.0%
74	CSCSC1=C(C#N)C(c2ccccc2Cl)C(C(C)=O)=C(C)N1 (centres undefined)	7.5%	22.2%	?	-19.4%
75	COc1ccc(NC(=O)CCNC(C)=O)cc1NS(=O)(=O)c1ccc(F)cc1	-2.4%	0.6%	-0.3%	1.3%
76	CCOC(=O)c1cnc2c(Cl)cc(Cl)cc2c1Nc1ccccc1OC	15.2%	-7.3%	?	-20.9%[10.9 µM]
77	CC(=O)Nc1cccc(OCC(=O)Nc2ccc(F)cc2)c1	-8.9%	-15.1%	3.6%	-44.4%[inhibitor]
78	Cc1cccc(NC(=O)C(=O)NCC(c2ccc3c(c2)OCO3)N2CCOCC2)c1C (centres undefined)	-6.1%	-0.5%	4.1%	-7.9%[10.9 µM]
79	CCCC(=O)N1c2ccccc2-c2nnc(SC)nc2OC1c1sccc1C (centres undefined)	2.7%	55.0%[activator]	?	-14.2%[10.9 µM]
80	CCn1cc(C2N3CC4(C)CN2CC(C)(C3)C4=O)c2ccccc21 (centres undefined)	-0.2%	8.4%	1.3%	-5.7%
